MEP2 TOR yeast = alters MEP2-GFP fluorescence in TOR pathway yeast screen; S. cerevisiae MEP2-GFP strain, flow cytometry GFP, 3 h; 100% = DMSO control level; GFP response vs DMSO, % at 10 µM; actives 0.51% (n = 330,000);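 active means GFP response versus DMSO above a set limit, roughly screen mean plus 3 SD, cut at about 180% in these data; inconclusive means fewer than 70 cells counted for a yeast strain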;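 further: median GFP fluorescence of the barcode-gated MEP2-GFP cells per well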
RPL19A-GFP yeast = modulators of TOR pathway RPL19A-GFP in S. cerevisiae; S. cerevisiae RPL19A-GFP strain, flow cytometry, 3 h; hits give low values; percent response vs DMSO, % at 10 µM; actives 0.3% (n = 330,000); AID 2025;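 active means percent response vs DMSO below 50%; inconclusive means fewer than 70 events counted for the yeast strain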;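 further: median channel GFP fluorescence of the barcoded RPL19A-GFP strain; ratio of sample median GFP to plate DMSO average so 100% = DMSO; lower means less RPL19A-GFP as with rapamycin TOR inhibition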
procasp3 activ = procaspase-3 (human) activation. P42574. recombinant procaspase-3 D3A, Ac-DEVD-pNA absorbance 405 nm. activation, % at 8.5 µM. actives 0.11% (n = 330,000);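 active means activation above the mean of all tested compounds plus 3 SD, cut at about 21% in these data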;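 further: 0% = DMSO alone and 100% = DMSO wells spiked with extra 5 µM PC-3 D3A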
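Technique: 405 nm absorbance of p-nitroaniline, reads at 0 and 120 min; Test system: Procaspase-3 D3A mutant; Incubation: 1 h enzyme-compound preincubation, then 2 h substrate reaction, 25 °C; Repeats: singlicate, each compound tested once; Benchmarks: low control DMSO wells, high control DMSO plus 5 µM PC-3 D3A.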
EBNA-1 inhibitor = blocks EBNA-1 binding to DNA; EBNA-1 DNA binding, fluorescence polarization; actives 0.34% (n = 300,000); AID 1950; inhibition, % at 14.8 µM; in the data active means inhibition above about 28%
proCasp7 act = counter-screen: procaspase-7 (human) activation | recombinant procaspase-7, Ac-DEVD-pNA absorbance 405 nm; D23A/D198A/D206A triple mutant, cannot self-cleave; scale: DMSO 0, 5 µM enzyme 100 | activation, % at 8.5 µM | actives 0.093% (n = 330,000) | AID 463210;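 active means percent activation above the screen-wide mean plus 3 SD, cut at about 25% in these data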
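signal = Epi-absorbance of released pNA at 405 nm, two timepoints | assay system = Uncleavable procaspase-7 mutant enzyme | reagent = Ac-DEVD-pNA substrate, 400 µM as added | times = 1 h enzyme–compound preincubation and 2 h substrate reaction, both 25 °C | benchmarks = low DMSO alone, high DMSO plus 5 µM PC-7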
ZTA DNA inh = blocks Epstein-Barr virus ZTA, an EBNA-1 counter-screen; P03206; ZTA-DNA binding, fluorescence polarization; inhibition, % at 11 µM; actives 0.15% (n = 320,000); AID 2234; in the data active means inhibition above about 33%
LAP4 TOR yeast = modulators of TOR pathway LAP4-GFP in S. cerevisiae. AID 2023. S. cerevisiae LAP4-GFP multiplex, flow cytometry GFP, 3 h; median GFP as percent of DMSO wells. actives 0.34% (n = 320,000). GFP response vs DMSO, % at 10 µM;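 active means GFP response vs DMSO above a set limit, about the screen mean plus 3 SD, cut at about 150% in these data; inconclusive means under 70 cell events counted for the yeast strain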
AHR activator = activates the human aryl hydrocarbon receptor | activation, % at 5 µM | AID 2796 | actives 2.5% (n = 320,000) | AHR-responsive luciferase reporter cells, luminescence | P35869; in the data active means activation above about 47%;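 further: 0% = vehicle wells and 100% = reference agonist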
Starred values were filed as active, the others as inactive; ? = inconclusive; . = no result given; [ ] = another dose, or the depositor's remark.

SMILES	MEP2 TOR yeast	RPL19A-GFP yeast	procasp3 activ	EBNA-1 inhibitor	proCasp7 act	ZTA DNA inh	LAP4 TOR yeast	AHR activator
CN1CCc2c(sc3c2c(=O)n(-c2ccccc2)c2nnc(SCc4ccccc4)n32)C1	94	97	-9	-3	-2	6	95	-10
Cc1ccc(S(=O)(=O)Nc2ccc(N(C)S(=O)(=O)c3ccc(C)cc3)cc2)cc1	95	93	-4	4	3	-9	109	0
CC(=O)OC1CCC2(C)C(COc3ccc4ccc(=O)oc4c3)C(C)(O)CCC2C1(C)C (stereo not given)	149[may fluoresce violet]	60[may fluoresce violet]	3	-13	9	-16	91[may fluoresce violet]	2
CC1CN(C(=O)c2cccn(Cc3c(Cl)cccc3Cl)c2=O)CC(C)O1 (stereo not given)	102	99	1	3	-2	3	92	1
COc1cc(OC)cc(-c2c(-c3cccs3)c3cc(-c4ccn[nH]4)ccc3n2C)c1	95	97	-4	.	-10	4	95	64*
CCS(=O)(=O)c1c(S(=O)(=O)CC)c2ccccn2c1C(N)=O	97	95	-6	-2	-1	-2	90	5
CC(C)n1c(CCCO)nc2ccccc21	89	90	7	-9	15	-7	102	2
CCCCCc1cc(=O)oc2c(C(CCN3CCN(c4ccccc4)CC3)c3ccc(N(C)C)cc3)c(OC)cc(OC)c12 (stereo not given)	.	.	-1	-13	0	-32	.	0
CCN(CC(=O)Nc1ccc(Cl)c(S(=O)(=O)N(C)C)c1)Cc1nc2ccccc2c(=O)[nH]1	91	93	-1	-3	4	10	102	1
COc1ccc(OCCSCc2nnc(NC(=O)Nc3ccc(Cl)cc3)s2)cc1	.	.	7	11	0	0	.	5
Cc1cnc(C(=O)OCC(=O)Nc2sc3c(c2C(N)=O)CCCC3)cn1	98	98	4	.	10	9	98	2
O=c1[nH]c(/C=C\c2cccc(O)c2)nc(O)c1[N+](=O)[O-]	108	107	6	-3	-2	5	87	-1
CC1CCN(C(=O)c2ccc(NS(=O)(=O)c3ccccc3)cc2)CC1	97	98	0	3	3	-4	87	0
Cc1cccc(CC(=O)Nc2ccc(C(=O)N3CCOCC3)cc2)c1	107	108	4	6	-5	-1	102	-3
Cc1ccc(C2(C)NC(=O)N(CC(=O)Nc3ccc(N4CCOCC4)cc3N3CCOCC3)C2=O)cc1 (stereo not given)	99	102	12	0	5	4	109	1
CC(C)N(Cc1ccccc1)C(=O)CC(=O)N(Cc1ccccc1)C(C)C	96	102	-2	-4	-8	7	98	0
O=C(CCC(=O)c1cccs1)OCC(=O)c1ccccc1	91	91	12	.	-2	.	96	9
COC(=O)C1CCN(c2nc3ccccc3nc2C(C#N)C(=O)OCC(C)C)CC1 (stereo not given)	104	101	2	-5	0	-6	105	-3
O=C(Cn1c(=O)[nH]c2ccsc2c1=O)N1CCN(c2ccc(F)cc2)CC1	103	98	-4	-3	-13	-18	96	-1
CCCCCC(=O)N/N=C/c1ccc([N+](=O)[O-])o1	96	96	5	-11	-6	6	109	6
Cc1ccc(C(=O)Nc2nc(COc3ccccc3)cs2)s1	101	92	-3	11	-3	1	132	2
CCOC(=O)c1c(N)sc2c1CCC1C(=O)N(C3CCCCC3)C(=O)C21 (stereo not given)	111	101	-23	0	-41	-5	116	4
COc1ccc(C(=O)N2CCN(C)C(C)C2)cc1OC1CCN(C(C)=O)CC1 (stereo not given)	106	99	6	9	0	24	109	-1
O=c1[nH]nc(-c2ccc(F)cc2)cc1Cc1ccc(F)cc1	109	108	-11	-8	1	9	107	2
CCCCc1ccc(NC(=O)COCC)cc1	104	98	5	10	-3	-17	107	0

(more compounds)
SMILES	MEP2 TOR yeast	RPL19A-GFP yeast	procasp3 activ	EBNA-1 inhibitor	proCasp7 act	ZTA DNA inh	LAP4 TOR yeast	AHR activator
CCOC(=O)N1CCN(C(=O)c2ccc(CNS(=O)(=O)c3ccc(C)cc3)cc2)CC1	94	90	-1	7	4	-12	95	1
COc1cccc(NC(=O)CN(C)C(=O)CCSc2ccc(C)cc2)c1	98	103	9	.	-11	4	112	1
Cc1ccc(S(=O)(=O)CCC(=O)Nc2ccc3c(c2)OCO3)cc1	103	102	-2	-4	2	-4	97	18
O=C1C=CC(O)(c2cc(=O)c3c(O)cc(O)cc3o2)C=C1	106	105	-7	8	-7	27	105	3
Cc1cc(Nc2ccc(C)c(Br)c2)n2nc(C)nc2n1	107	104	-3	-6	4	-8	100	61*
CCn1c(SCC(=O)Nc2ccccc2C(=O)OC)nnc1-c1ccoc1C	98	98	-1	-2	12	4	94	3
CCCNc1ncnc2onc(C)c12	89	92	-4	-10	4	-3	87	3
O=C(NCc1ccc(F)cc1)C(=O)NCC1OCCN1S(=O)(=O)c1ccc2c(c1)OCCO2 (stereo not given)	93	98	5	-7	8	14	96	0
O=C(CNC(=O)c1ccccc1Br)N/N=C\c1cc([N+](=O)[O-])cc(Br)c1O	105	101	-4	7	-5	4	127	3
COc1ccc(Cc2nn3c(Cn4nnc5ccccc54)nnc3s2)cc1	108	100	-9	-14	-12	4	98	1
O=C(N/N=C\c1cccc(Cl)c1)c1ccc(Cn2cccn2)o1	99	102	7	8	-8	-10	104	26
O=C(O)CSc1nnc(-c2cccc(S(=O)(=O)N3CCCCC3)c2)o1	?	78	-3	-22	-4	-24	107	1
Cc1ccc(NC(=O)CSc2nc3ccccc3nc2N2CCOCC2)cc1	100	98	5	-2	4	5	102	10
CCCCS(=O)(=O)N1CCCC(C(=O)Oc2ccccc2OC)C1 (stereo not given)	92	94	1	-1	8	-6	92	0
CC(=O)N1CCc2cc(S(=O)(=O)NCCC(=O)N3CCc4ccccc4C3)ccc21	104	102	-3	-3	-5	-11	102	-1
COC(=O)c1ccc(NS(=O)(=O)c2ccc3c(c2)n(C)c(=O)n3C)cc1	102	104	5	-6	15	-1	97	0
CCOc1ccc(N(CC(=O)NCc2ccco2)S(=O)(=O)c2ccc(OC)c(OC)c2)cc1	89	91	-1	9	0	-8	86	1
O=C(Nc1ccc(Cl)c(Cl)c1)c1cccnc1	103	103	-3	8	7	-8	94	71*
NC(=O)c1ccccc1N/C=C/C(=O)c1ccc(Cl)cc1	94	99	-5	-2	-10	12	85	-15
CCOc1nc(Nc2ccccc2F)nc(OCC)n1	105	105	-1	1	0	-18	88	7
C[n+]1c2n(c3ccccc31)N=C(c1ccc(Br)cc1)CS2	91	93	-11	-20	-5	-13	91	60*
COc1ccccc1OCC(=O)Nc1ccccc1C(=O)N1CCCC1	97	104	2	-1	10	-2	87	0
COc1cccc(CN(C)C(=O)c2cc(S(=O)(=O)N3CCCC3)ccc2C)c1OC	105	107	-9	.	-1	.	117	1
CCOc1ccc(-c2cc(CCCC(=O)Nc3cccc(OC)c3)no2)cc1	85	95	-2	10	4	0	86	-8
CCCCNC(=O)c1ccc2c(c1)ncn2C1CCCC1	98	96	-1	-7	-10	7	99	1

Next section.
SMILES	MEP2 TOR yeast	RPL19A-GFP yeast	procasp3 activ	EBNA-1 inhibitor	proCasp7 act	ZTA DNA inh	LAP4 TOR yeast	AHR activator
CC(C)NC(=O)c1onc(CSc2ccc(Cl)cc2)c1C(=O)O	.	.	7	3	-4	-2	.	1
Cc1ccc(S(=O)(=O)NCCCNS(C)(=O)=O)cc1	94	91	4	7	4	-11	96	-1
Cc1cc(C(=O)OCC(=O)NCc2ccco2)c(C)n1-c1ccccc1	98	101	4	-7	-6	2	104	0
O=C(CSc1ncn[nH]1)N1CCCCC1	102	100	1	5	3	0	100	-2
c1ccc2c(SCc3cn4ccccc4n3)nncc2c1	110	96	2	6	10	5	114	23
COc1ccc(CCN2C(=O)CCC2(C)C(=O)NCc2cccnc2)cc1OC (stereo not given)	100	98	-2	1	8	-2	95	0
CN(C(=O)CCNC(=O)Cn1cnc2ccccc2c1=O)c1ccc(Br)cc1	102	102	8	-5	-5	6	104	-1
COCCN(C(=O)COC(=O)/C=C/c1ccc(C(F)(F)F)cc1)c1c(N)n(Cc2ccccc2)c(=O)[nH]c1=O	88	89	-9	-5	1	-7	89	4
CCOc1ccc(C(C)=O)cc1CSc1nnc(-c2ccncc2)n1CCOC	93	99	8	-2	-3	-11	111	1
COC(=O)CNC(=O)C(NC(=O)c1ccc(Cl)cc1)C(C)C (stereo not given)	95	100	-3	8	-1	-1	93	1
CCOc1ncccc1C(=O)OCc1cn2cc(Cl)ccc2n1	561*[may fluoresce violet]	45*[may fluoresce violet]	13	7	2	9	93[may fluoresce violet]	12
Cc1ccc(S(=O)(=O)CCC(=O)NCc2ccccc2F)cc1	97	93	2	6	4	8	104	-2
CC(=O)/C(=N/Nc1ccccc1C)N1CCOCC1	103	104	-2	-6	15	12	89	11
Cc1ccc2oc(=S)n(C)c2c1	106	102	5	-4	-5	8	92	-3
CC(=O)c1cccc(N(CC(=O)N2CCOCC2)S(C)(=O)=O)c1	101	96	6	2	6	-19	102	-1
O=C(O)c1ccc(S(=O)(=O)N(Cc2cccs2)CC2CCCO2)cc1 (stereo not given)	96	95	3	-11	0	-2	90	0
O=C(Nc1cc(F)cc(F)c1)c1sc(Cl)nc1-c1ccccc1	101	97	-8	10	-7	6	100	7
O=c1[nH]cnc2c1nc(SCc1ccccc1)n2C1OC(CO)C(O)C1O (stereo not given)	98	99	1	-6	-4	2	97	-4
CC(O)Cc1cn([C@@H](CCCCN)C(=O)N2CCNCC2)nn1 (stereo not given in full)	90	96	1	-2	10	1	122	2
c1c2c(cc3sc(N4CCCCC4)nc13)OCO2	95	99	3	-8	1	-23	100	-9
c1ccc(C[C@H]2CN=C(Nc3ccccc3)N2CCC2CCCC2)cc1	104	98	-2	-11	-8	-14	92	2
NC(=O)COC(=O)c1ccc(S(=O)(=O)N2CCCCCC2)cc1	100	100	-1	-9	11	11	99	2
CCn1c(SCC(=O)NNC(=O)c2ccccc2)nnc1-c1ccco1	118	102	3	-3	-2	2	106	-3
O=C1C2C3C=CC(CC3)C2C(=O)N1/N=C/c1ccco1 (stereo not given)	90	93	0	2	-6	-4	91	0
COc1ccc(-c2cc(C(=O)N3CCN(C(c4ccccc4)c4ccccc4)CC3)no2)cc1	201*[may fluoresce violet]	41*[may fluoresce violet]	4	6	0	1	85[may fluoresce violet]	1

Next compounds
SMILES	MEP2 TOR yeast	RPL19A-GFP yeast	procasp3 activ	EBNA-1 inhibitor	proCasp7 act	ZTA DNA inh	LAP4 TOR yeast	AHR activator
CCOC(=O)C1=C(O)C(=O)N(c2ccc(S(N)(=O)=O)cc2)C1c1ccc([N+](=O)[O-])cc1 (stereo not given)	100	97	-3	-1	3	-2	100	1
CN(CC(=O)Nc1ccccc1C(F)(F)F)C(=O)c1ccccc1Sc1ccccc1C#N	97	102	2	.	-11	0	100	4
O=C(COC(=O)Cn1cnc2ccccc21)Nc1ccc(F)c(F)c1	92	97	9	.	1	.	85	1
Fc1ccc(/C=N/N2CCN(Cc3ccccc3)CC2)cc1	105	98	-4	4	1	19	102	-2
Cc1ccc(C(=O)N/N=C2\CCc3ccccc32)c(C)c1	107	107	4	-6	0	-3	97	41

Grouped by structure: the entries above with a CF3 group.
SMILES	MEP2 TOR yeast	RPL19A-GFP yeast	procasp3 activ	EBNA-1 inhibitor	proCasp7 act	ZTA DNA inh	LAP4 TOR yeast	AHR activator
COCCN(C(=O)COC(=O)/C=C/c1ccc(C(F)(F)F)cc1)c1c(N)n(Cc2ccccc2)c(=O)[nH]c1=O	88	89	-9	-5	1	-7	89	4
CN(CC(=O)Nc1ccccc1C(F)(F)F)C(=O)c1ccccc1Sc1ccccc1C#N	97	102	2	.	-11	0	100	4

Assay outcomes: PubChem BioAssay, several laboratories
